PglD DTNB = blocks C. jejuni PglD acetyltransferase activity | purified PglD enzyme, DTNB colorimetric CoA detection | inhibition, % at 12.5 µM | actives 0.098% (n = 360,000) | AID 602405; in the data active means inhibition above about 16%, passing the limit was not always enough; further: strong numbers were not always called active
Active calls of the source: *. These rows are one share of the data. The share of hits here may be higher or lower than overall.

SMILES | PglD DTNB
O=C(Cn1cccc1)NCc1cccs1 | 0
CCCNC(=O)C1(CC2CC(c3ccccc3)=NO2)CCN(C(=O)CCCCCBr)CC1 (stereo unspecified) | -4
O=C(CCCCn1c(=O)c2ccccc2n(CC(=O)Nc2ccc(F)cc2)c1=O)NCc1ccco1 | 1
CCOc1ccccc1-c1nc(C(N)=O)c2[nH]c(=O)n(-c3cccc(C)c3)c2n1 | -2
N#CCSc1n[nH]c2nc3c(c(=O)n12)C1(CCCC1)Cc1ccccc1-3 | -3
O=C1[C@@H]2[C@H](C(=O)N1n1cnnc1)[C@H]1C=C[C@@H]2C1 | -3
CC(=O)NC(CC(=O)NC12CC3CC(CC(C3)C1)C2)c1ccccc1 (stereo unspecified) | -3
O=C(CSc1nnc(CNC(=O)c2c(F)cccc2Cl)o1)Nc1ccc2c(c1)OCCO2 | -4
COC(=O)c1ccc(CSc2nc3ccc(Cl)cc3[nH]2)o1 | -6
COc1ccc(OCC(=O)N2CCN(c3cccc(Cl)c3)CC2)cc1 | -4

As entered above.
Value for CCCNC(=O)C1(CC2CC(c3ccccc3)=NO2)CCN(C(=O)CCCCCBr)CC1 (stereo unspecified) under PglD DTNB: -4
Value for COC(=O)c1ccc(CSc2nc3ccc(Cl)cc3[nH]2)o1 under PglD DTNB: -6

Later entries
SMILES | PglD DTNB
Clc1ccc(-n2nnnc2-c2cnc(-c3ccncc3)nc2-c2cccs2)cc1 | 1
COc1cccc(/C=N/Nc2nc3ccccc3n3cnnc23)c1 | 4
COC(=O)c1ccccc1NC(=O)Cn1cc(Br)cn1 | 1
Cc1ccc2[nH]c3c(NCc4ccco4)ncnc3c2c1 | 0
COc1cc(/C=C(\NC(C)=O)C(=O)NC(C)(C)C)ccc1OC(C)=O | 9
O=C(NCCN1CCN(c2ccccc2)CC1)C1CCN(S(=O)(=O)c2cccc3nonc23)CC1 | -3
CN(C)S(=O)(=O)c1cc(NC(=O)COC(=O)Cc2ccc(Br)cc2)ccc1Cl | -16
O=C(CCN1c2ccccc2Sc2ccccc21)Nc1ccccc1 | 1
CSc1nc2nccc(-c3ccc(Oc4ccccc4)cc3)n2n1 | 0
CCOc1ccc(OCc2cccc(C(=O)N/N=C/c3cccnc3)c2)cc1 | 1
COc1ccc(-c2noc(CCCC(=O)NCc3ccco3)n2)cc1OC | -4
COC(=O)C(C)Sc1nc2c(c(=O)n(C)c(=O)n2C)n1Cc1cccc(C)c1 (stereo unspecified) | 0
CCOC(=O)c1cc(C)n(-c2c(C)n(C)n(-c3ccccc3)c2=O)c1C | -3
C=CCN(C(=O)CCC(=O)Nc1cc(C)on1)C(C(=O)NC1CCCC1)c1cccnc1 (stereo unspecified) | 4
Nc1c(Cl)cc(Cl)cc1C(=O)OCC(=O)N1CCCC1 | 0
COc1ccc([N+](=O)[O-])cc1/C=N/NC(=O)CNC(=O)C(c1ccccc1)c1ccccc1 | 4
CCOCCn1c(CN2CCN(c3ccccc3)CC2)nc2c1c(=O)n(C)c(=O)n2C | -1
COc1ccccc1-n1cnc(N)c1C(=O)c1ccccc1 | 3
COC(=O)c1ccc(Oc2coc3cc(OCc4cnn(-c5ccccc5)c4)ccc3c2=O)cc1 | -4
C/C(=N\NC(=O)c1nn(C)cc1Cl)c1ccncc1 | 4
CCOc1cc(C2C(C(=O)OC(C)C)=C(C)N=C3SCCC(=O)N32)ccc1OC(C)=O (stereo unspecified) | -3
CC(=O)c1ccc(CCCC(=O)O)cc1 | 3
COc1ccc(OCC(=O)N2c3ccccc3CCc3ccccc32)cc1 | 3
CN(C)C(=O)c1ccc(-n2nc(C(F)(F)F)c3c2CCCC3)cc1 | -4
COc1ccc(NCc2n[nH]c(=O)c3ccccc23)cc1 | 5
CC1=C(C(=O)OCc2ccccc2)C(c2ccco2)C2=C(CC(C)(C)CC2=O)N1 (stereo unspecified) | 5
CCCCCC(O)(CCCCC)C(=O)NNc1ccccc1 | 3
CCOc1ccccc1NC(=O)NC1CC2CCCC(C1)N2Cc1nnnn1CCc1ccccc1 (stereo unspecified) | 2
CCC1C(=O)N(C)CCc2ccccc21 (stereo unspecified) | 2
COc1ccccc1C(=O)Nc1ccccc1N1CCN(S(C)(=O)=O)CC1 | 1

6 structures out of the list, arranged by SMILES length, high to low.
SMILES | PglD DTNB
CCOc1cc(C2C(C(=O)OC(C)C)=C(C)N=C3SCCC(=O)N32)ccc1OC(C)=O (stereo unspecified) | -3
CC1=C(C(=O)OCc2ccccc2)C(c2ccco2)C2=C(CC(C)(C)CC2=O)N1 (stereo unspecified) | 5
CCOc1ccccc1NC(=O)NC1CC2CCCC(C1)N2Cc1nnnn1CCc1ccccc1 (stereo unspecified) | 2
CN(C)C(=O)c1ccc(-n2nc(C(F)(F)F)c3c2CCCC3)cc1 | -4
COc1ccc(NCc2n[nH]c(=O)c3ccccc23)cc1 | 5
CC(=O)c1ccc(CCCC(=O)O)cc1 | 3

More records.
SMILES | PglD DTNB
Cc1c(Cl)cccc1NC(=S)NCc1cccn1C | 0
C=CCOC(=O)C1=C(C)NC(SCC)=C(C#N)C1c1ccc(Cl)cc1 (stereo unspecified) | -48
CN1CCN(C(=O)c2ccc(C(C)(C)C)cc2)CC1 | -7
CN(C)c1ccc(C(=S)NCc2ccco2)cc1 | -3
Cc1ccc(C(=O)Nc2cccc(C(=O)NCc3ccco3)c2)cc1 | -1
O=C(NCc1ccccc1)C1CC(=O)N(c2ccc(OCC(=O)N3CCCC3)cc2)C1 (stereo unspecified) | 6
CC(=NCCN1CCN(C(=S)Nc2ccccc2)CC1)C1=C(O)CC(C)(C)CC1=O | 4
O=C1CN(C(=O)CSc2nnc(Nc3ccccc3)s2)c2ccccc2N1 | -5
CC(C)=C(NC(=O)c1ccccc1)C(=O)N/N=C/c1ccc(O)cc1 | -2
COc1cccc(C(CC(=O)NCC2CCCO2)NS(=O)(=O)c2ccc(C)cc2)c1OC (stereo unspecified) | -2
Cc1ccc(Nc2nnc(SCC(=O)Nc3ncc(C(F)(F)F)cc3Cl)s2)cc1 | 10
COc1ccc(C(NC(=O)CC(C)C)NC(=O)CC(C)C)cc1OC | -2
O=C(c1sc2ccccc2c1Cl)N1CCN(c2ccc(F)cc2)CC1 | 0
COc1ccc(C2C(C(=O)Nc3cccc(C)n3)c3ccccc3C(=O)N2C)cc1OC (stereo unspecified) | -3
CCOc1ccc(S(=O)(=O)NCCCN2CCOCC2)c2ccccc12 | -5
CC1(C)Cc2c(c(N3CCOCC3)nc3sc4c(NCc5ccco5)nnnc4c23)CS1 | -4
CCOC(=O)c1cc(-c2ccccc2)n(CC(=O)Nc2cc(OC)cc(OC)c2)c1C | 0
CN(CC(=O)N1CCc2ccccc21)S(=O)(=O)c1ccc(Br)s1 | -90
COc1cccc(OC)c1OCCNCCO | -9
NC(=O)c1c(NC(=O)c2cccnc2Cl)sc2c1CCCC2 | 4
Cc1cc(=O)oc2cc(OCC(=O)N3CCCc4ccccc43)ccc12 | -2
O=C(Cc1ccc(Cl)cc1)NCCS(=O)c1ccc(Cl)cc1 (stereo unspecified) | 1
Cc1ccc(N/N=C/c2c(C)c(C#N)c(=O)n(C)c2O)cc1C | -2
Cc1ccc(-c2nnc(-c3ccccc3)o2)cc1 | -7
Fc1cccc(F)c1/C=C/c1ccc2ccccc2n1 | -9
Cc1c(O)c(S(=O)(=O)c2ccccc2)c(=O)n(-c2ccccc2)c1-c1ccccc1 | -1
CCOc1ccc2nc(-c3ccccc3)nc(SCC(=O)Nc3ncc(C)s3)c2c1 | 10
CCN(c1ccccc1)S(=O)(=O)c1ccc(Oc2ccc(-n3ccnc3)cc2)nc1 | -1
O=C(Nc1cccc(Cl)c1)Nc1cccc(Cl)c1 | 3
Cc1c(NC(=O)c2cccs2)cccc1C(=O)O | 5
COc1ccc(OC(C)C(=O)N2CCc3ccccc3C2)cc1 (stereo unspecified) | -2
O=C(COc1cccc(Cl)c1)Nc1nc(-c2ccc(S(=O)(=O)N3CCOCC3)cc2)cs1 | -5
COCCn1c(C)cc(C(=O)CSc2nnc(C)s2)c1C | 0
CC(C)CC(NC(=O)C1CCC(C)CC1)C(=O)Nc1ccccn1 (stereo unspecified) | 5
O=C(NCCc1ccccn1)C1CCCN(S(=O)(=O)Cc2ccccc2)C1 (stereo unspecified) | -2
COc1ccc(N2CC(O)=C(c3nc4ccccc4s3)C2=N)c(OC)c1 | 1
COC(=O)c1ccc(COc2ccc(-c3nnn(CC(=O)NC(C)(C)C)n3)cc2)cc1 | -1
NC(=O)CSc1nnc(-c2cc3ccccc3o2)n1Cc1ccccc1 | -4
COc1ccc(C2NC3=C(CCC3)C3(C#N)C(OC)(OC)N=C(N)C23C#N)cc1 (stereo unspecified) | 1
C/C(=N\NC(=O)CNC(=O)C(c1ccccc1)c1ccccc1)c1ccccc1 | 5
Cn1cnc(S(=O)(=O)Nc2ccc(C(F)(F)F)cc2)c1 | 2
CCOC(=O)N1CCC(NC(=O)C(C)n2c3ccccc3c3cnn(C)c(=O)c32)CC1 (stereo unspecified) | -1
Cc1cccc(NC(=O)CSc2nnc(CNC(=O)c3ccc(S(=O)(=O)N(C)C)cc3)n2-c2cccc(C)c2)c1 | 3
COc1ccc(NC(=S)N2CCC(C(O)(c3ccccc3)c3ccccc3)CC2)cc1 | 1
CC1(Cc2cn(CCC#N)c3ccccc23)OCCO1 | -5
Cc1ccc(C(O)c2nc3ccccc3n2C(C)C)cc1 (stereo unspecified) | -10
CCn1c(SCc2ccccc2)nnc1-c1ccc(S(=O)(=O)N2CCCCC2)cc1 | 0
O=C(CN1C(=O)NC(Cc2ccccc2)C1=O)Nc1ccc(F)cc1 (stereo unspecified) | -1
CC(=O)/C(=N\Nc1ccccc1)Oc1ccc([N+](=O)[O-])cc1 | 4
Cn1nccc1C(=O)NCCN1C(=O)OC(C)(C)C1(C)O (stereo unspecified) | 2

Quoted at random: 2 compounds from above, in no set order.
SMILES | PglD DTNB
CCOC(=O)N1CCC(NC(=O)C(C)n2c3ccccc3c3cnn(C)c(=O)c32)CC1 (stereo unspecified) | -1
Cn1cnc(S(=O)(=O)Nc2ccc(C(F)(F)F)cc2)c1 | 2

Other results:
SMILES | PglD DTNB
CCCCNC(=O)CC1N=C2c3ccccc3N=C(SCC(=O)Nc3ccccc3OC)N2C1=O (stereo unspecified) | 10
CCOC(=O)N/N=C(\C)c1ccccc1OC(F)F | 2
Cc1cc(C)n2nc(NCc3ccccc3)nc2n1 | 0
COC(=O)C(=NNc1c(C)n(C)n(-c2ccccc2)c1=O)C(=O)OC | -2
Nc1nnc(SCC(=O)NC2CCCCC2)s1 | -3
O=c1oc2ccccc2n1CCn1c2ccccc2c2nc3ccccc3nc21 | -6
O=C(O)COc1ccc(S(=O)(=O)c2ccc(OCC(=O)O)cc2)cc1 | 6
O=C(NCc1cccnc1)c1cc(Sc2ccccc2Cl)nc2ccccc12 | -1
COC(=O)Nc1c(C(=O)OC)cc(OC)c(OC)c1OC | 7
CCS(=O)(=O)N1Cc2ccccc2CC1C(=O)Nc1ccc(NC(C)=O)cc1 (stereo unspecified) | 1
CC1CN(C(=S)NC(=O)c2cccc([N+](=O)[O-])c2)CC(C)O1 (stereo unspecified) | 0
CC(NC(=O)C(=O)NN=C1CCCCCCC1)c1ccccc1 (stereo unspecified) | 1
Cc1ccc(CN2C(=O)c3ccccc3C2C(=O)NCC2CCCO2)cc1 (stereo unspecified) | -1
O=C(Nc1ccc(-c2nc3ccccc3[nH]2)cc1)c1ccccc1NS(=O)(=O)c1ccc(F)cc1 | -1
Cc1cc(C(=O)COC(=O)c2ccc[nH]c2=O)c(C)n1-c1ccc(F)cc1 | 5
COC(=O)c1scc(C)c1NC(=O)Cc1ccccc1 | 3
CCCc1cc2c(cc1NC(=O)c1ccccc1Cl)OCO2 | 10
Nc1cc(N)nc(SCC(=O)Nc2ccccc2)n1 | 6
COc1ccc(N=C2SC(C(=O)O)CC(=O)N2Cc2ccc(OC)c(OC)c2)cc1 (stereo unspecified) | 2
O=C(O)CC(C(=O)NCc1ccccc1)C1CCCO1 (stereo unspecified) | -4
COc1cccc(CNc2ccc(N3CCCCC3)cc2)c1OC | -1
COc1ccc(S(=O)(=O)CCC(=O)O)cc1 | -4
COc1cccc(C(=O)Nc2ccc(NC(=O)C3CC3)cn2)c1 | 3
COc1ccc(OCC(=O)Nc2cc(C)c(Cl)cc2OC)c([N+](=O)[O-])c1 | 7
Cc1onc(-c2ccccc2Cl)c1C(=O)NC(=S)Nc1ccccc1C(N)=O | -4
Cn1c(SCc2nc3ccccc3[nH]2)nnc1-c1cnccn1 | 2
Cc1cccc(-c2nc(CN3CCCC(C(=O)NC4CCCCC4)C3)c(C)o2)c1 (stereo unspecified) | -1
CC(=O)Nc1ccc(C(=O)OCC(=O)c2cccc([N+](=O)[O-])c2)cc1 | 6
CCOc1ccc(N=CC2=C(O)CC(c3ccco3)CC2=O)cc1 (stereo unspecified) | -5
CCOC(=O)c1c(C)nc2c(c(SC)nn2-c2ccccc2)c1N | -5
CC(C)(C)n1ncc2c(=O)n(Cc3ccc(Cl)cc3Cl)cnc21 | 4
CC(=O)c1cccc(NC(=O)N2CCCC2C(=O)NCc2ccccc2)c1 (stereo unspecified) | -4
NS(=O)(=O)c1ccc(CCN2C(=O)/C(=C\c3ccc(Cl)cc3)SC2=S)cc1 | 6
O=C1c2ccccc2C(=O)N1Cc1nc2ccccc2o1 | -5
Cc1[nH]c2ccccc2c1C(=O)CSC(=S)N(C)C | -1
C=CCn1c(CNC(=O)c2cccs2)n[nH]c1=S | 2
O=C(N/N=C/c1cccc(O)c1)c1csc2ccccc12 | 0
CC1CCN(c2ccc(C(=O)O)cc2N)CC1 | 5
COc1ccc(NC(=O)Nc2c(C)n(-c3ccccc3)c(=O)n2C)cc1OC | -1
COC(=O)c1ccc(C2/C(=C(\O)c3ccc(OC)c(C)c3)C(=O)C(=O)N2c2cc(C)on2)cc1 (stereo unspecified) | 1
O=C(NCc1ccccc1)NC1CC2CCC(C1)N2Cc1ccco1 (stereo unspecified) | -3
CCn1c(N2CCC(Cc3ccccc3)CC2)nc2c1c(=O)[nH]c(=O)n2C | -4
Cc1ccc(-c2c(C)n([O-])c3c([n+]2=O)CCCC3)o1 | 0

Assay outcomes as filed in PubChem BioAssay.
